TEAD-YAP block: TEAD-YAP interaction inhibition; HEK-TIYL cells, TEAD-Gal4/YAP UAS-luciferase luminescence; inhibition, % at 9.12 µM; actives 1.4% (n = 640,000); AID 1259422; in the data active = inhibition above about 32%;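 note: 0% = median of test compound wells and 100% = reference inhibitor wells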
MITF inh: blocks human microphthalmia-associated transcription factor; O75030; AlphaScreen MITF homodimerization, bead proximity signal; actives 0.91% (n = 650,000); inhibition, % at 2.6 µM; in the data active = inhibition above about 50%;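 note: 0% = vehicle wells with protein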
Target sequence (O75030 whole entry, looked up): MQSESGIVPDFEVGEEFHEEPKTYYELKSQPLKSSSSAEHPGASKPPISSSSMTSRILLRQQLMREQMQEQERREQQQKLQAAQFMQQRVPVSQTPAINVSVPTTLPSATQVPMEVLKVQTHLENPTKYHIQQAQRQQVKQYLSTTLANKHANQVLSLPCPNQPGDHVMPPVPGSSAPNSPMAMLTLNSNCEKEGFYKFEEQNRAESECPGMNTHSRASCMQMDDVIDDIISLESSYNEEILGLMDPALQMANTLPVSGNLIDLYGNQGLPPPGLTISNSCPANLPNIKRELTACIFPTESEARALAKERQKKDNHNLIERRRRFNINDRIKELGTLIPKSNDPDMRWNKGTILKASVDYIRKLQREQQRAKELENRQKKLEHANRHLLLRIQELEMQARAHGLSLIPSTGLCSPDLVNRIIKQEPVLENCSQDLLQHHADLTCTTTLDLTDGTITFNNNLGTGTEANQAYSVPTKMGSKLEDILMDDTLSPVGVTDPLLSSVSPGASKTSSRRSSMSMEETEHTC
FBW7 act: human FBW7 E3 ligase activation, primary screen | AlphaScreen FBW7–phospho-cyclin E peptide binding, activator screen | normalized activity (activation), % at 26.1 µM | actives 0.13% (n = 650,000); in the data active = normalized activity above about 1.9%;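 note: purified mutant Fbw7 with reduced substrate affinity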
GPR151 activ: activates the human receptor GPR151; Q8TDV0; PathHunter beta-arrestin GPR151 cells, luminescence; activation, % at 11.2 µM; actives 1% (n = 650,000); in the data active = activation above about 4.9%;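 note: 0% = median of compound wells and 100% = cells with positive control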
Target sequence (Q8TDV0 whole entry, looked up): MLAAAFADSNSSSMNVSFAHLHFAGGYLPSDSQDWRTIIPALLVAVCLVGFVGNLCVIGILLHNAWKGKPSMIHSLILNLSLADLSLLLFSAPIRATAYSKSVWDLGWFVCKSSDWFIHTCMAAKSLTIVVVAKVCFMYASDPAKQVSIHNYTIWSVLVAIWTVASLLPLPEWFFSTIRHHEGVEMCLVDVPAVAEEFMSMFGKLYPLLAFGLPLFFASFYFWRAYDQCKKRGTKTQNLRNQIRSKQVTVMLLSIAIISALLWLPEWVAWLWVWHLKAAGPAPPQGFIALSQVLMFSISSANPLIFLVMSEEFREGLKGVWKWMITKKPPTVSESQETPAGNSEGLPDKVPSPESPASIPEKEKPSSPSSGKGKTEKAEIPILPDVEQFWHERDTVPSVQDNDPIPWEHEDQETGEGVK
Starred values were filed as active, the others as inactive.

For COc1cc(OC)nc(Oc2cccnc2/C=N/OCC(=O)OC(C)(C)C)n1 the results were TEAD-YAP block 2, MITF inh -6, FBW7 act 0.1 and GPR151 activ 0.0.
CCN(CC)C(=O)C1CCCN(c2nc3ncnc(NCc4ccccc4)c3[nH]2)C1 (stereo not given) was read as TEAD-YAP block -15, MITF inh 9, FBW7 act 0.3 and GPR151 activ -2.5.
Screening O=C(CC(Nc1ccc2ccccc2c1)c1cccnc1)c1ccc(Cl)cc1 (stereo not given) returned TEAD-YAP block -21, MITF inh 3, FBW7 act -0.1 and GPR151 activ 1.1.
COc1cccc(NC(=O)CSc2nc3c(sc(=S)n3CCc3ccccc3)c(=O)n2-c2ccccc2OC)c1 was read as TEAD-YAP block 7, MITF inh -2, FBW7 act 0.4 and GPR151 activ -1.2.
For Cc1nc2sccn2c(=O)c1S(=O)(=O)N1CCC(C)CC1 the results were TEAD-YAP block -6, MITF inh 5, FBW7 act -0.1 and GPR151 activ -2.5.
For COc1ccc(C(=O)Nc2cc(Cl)ccc2Cl)cc1 the results were TEAD-YAP block -36, MITF inh -4, FBW7 act -0.1 and GPR151 activ -1.0.
Screening COc1cc(C(=O)N2CCN(c3cccc(Cl)c3)CC2)cc(OC)c1OC returned TEAD-YAP block 52*, MITF inh 3, FBW7 act 0.0 and GPR151 activ 0.5.
For O=C(c1nc2sccn2c1CN1CCc2sccc2C1)N1CCCC1 the results were TEAD-YAP block 2, MITF inh -18, FBW7 act -0.1 and GPR151 activ -0.6.
For O=C(Nc1nc([N+](=O)[O-])cs1)c1cc2ccccc2o1 the results were TEAD-YAP block -31, MITF inh 0, FBW7 act -0.1 and GPR151 activ -6.2.
CCn1cc(C(=O)N2CCC(c3nc(N4CCCC4)ncc3-c3cc(C)no3)CC2)c(C)n1 was read as TEAD-YAP block -2, MITF inh -3, FBW7 act -0.1 and GPR151 activ 0.8.

Part of the list above in order of formula weight, largest number first:
COc1cccc(NC(=O)CSc2nc3c(sc(=S)n3CCc3ccccc3)c(=O)n2-c2ccccc2OC)c1 was read as TEAD-YAP block 7, MITF inh -2, FBW7 act 0.4 and GPR151 activ -1.2.
CCN(CC)C(=O)C1CCCN(c2nc3ncnc(NCc4ccccc4)c3[nH]2)C1 (stereo not given) was read as TEAD-YAP block -15, MITF inh 9, FBW7 act 0.3 and GPR151 activ -2.5.
Screening COc1cc(C(=O)N2CCN(c3cccc(Cl)c3)CC2)cc(OC)c1OC returned TEAD-YAP block 52*, MITF inh 3, FBW7 act 0.0 and GPR151 activ 0.5.
For COc1cc(OC)nc(Oc2cccnc2/C=N/OCC(=O)OC(C)(C)C)n1 the results were TEAD-YAP block 2, MITF inh -6, FBW7 act 0.1 and GPR151 activ 0.0.
Screening O=C(CC(Nc1ccc2ccccc2c1)c1cccnc1)c1ccc(Cl)cc1 (stereo not given) returned TEAD-YAP block -21, MITF inh 3, FBW7 act -0.1 and GPR151 activ 1.1.
For O=C(c1nc2sccn2c1CN1CCc2sccc2C1)N1CCCC1 the results were TEAD-YAP block 2, MITF inh -18, FBW7 act -0.1 and GPR151 activ -0.6.
For COc1ccc(C(=O)Nc2cc(Cl)ccc2Cl)cc1 the results were TEAD-YAP block -36, MITF inh -4, FBW7 act -0.1 and GPR151 activ -1.0.
For O=C(Nc1nc([N+](=O)[O-])cs1)c1cc2ccccc2o1 the results were TEAD-YAP block -31, MITF inh 0, FBW7 act -0.1 and GPR151 activ -6.2.

Further entries
For O=[N+]([O-])c1ccc(NC2=NS(=O)(=O)c3ccccc32)cc1 the results were TEAD-YAP block -24, MITF inh 12, FBW7 act 0.6 and GPR151 activ 1.1.
For O=C(Nc1ccccc1)c1ccc([N+](=O)[O-])cc1 the results were TEAD-YAP block -21, MITF inh 0, FBW7 act 0.1 and GPR151 activ -1.8.
For CCc1nc(C)c(-c2ccccc2)c(=O)[nH]1 the results were TEAD-YAP block 3, MITF inh 4, FBW7 act 0.1 and GPR151 activ 1.4.
Screening CCOC(=O)c1cccc(COC(=O)CNS(=O)(=O)c2ccc([N+](=O)[O-])cc2)c1 returned TEAD-YAP block -12, MITF inh -9, FBW7 act -0.2 and GPR151 activ -1.0.
`CNS(=O)(=O)c1cccc(C(=O)OCC(=O)Nc2sc3c(c2C#N)CCCCC3)c1` gave TEAD-YAP block -18, MITF inh 0, FBW7 act -0.1 and GPR151 activ 0.6.
CCCCCSc1nnc2c(n1)OC(c1ccc(F)cc1)Nc1ccccc1-2 (stereo not given) was read as TEAD-YAP block -7, MITF inh 0, FBW7 act -0.1 and GPR151 activ 0.4.
For COc1ccc(S(=O)(=O)N/N=C(/C)c2cccs2)cc1 the results were TEAD-YAP block -2, MITF inh -9, FBW7 act -0.1 and GPR151 activ -0.1.
For CC(=O)c1cccc(-c2nc3c(NCc4cccnc4)ncnc3n2C(C)C)c1 the results were TEAD-YAP block -8, MITF inh -7, FBW7 act 0.0 and GPR151 activ -0.6.
Screening O=C1C(=O)N(c2ncccn2)C(c2cccc([N+](=O)[O-])c2)/C1=C(\O)c1ccc(F)cc1 (stereo not given) returned TEAD-YAP block 3, MITF inh -2, FBW7 act 0.1 and GPR151 activ 0.8.
Screening Cn1c(=O)cc(OCCCC(=O)Nc2ccc(F)cc2)c2ccccc21 returned TEAD-YAP block 2, MITF inh 7, FBW7 act 0.1 and GPR151 activ 0.1.
CN1CCN(CCNC(=O)c2ccnc(-n3ncc4cc(N(c5ccc(C#N)cc5)c5ccc(C#N)cc5)ccc43)c2)CC1 was read as TEAD-YAP block -5, MITF inh 11, FBW7 act -0.1 and GPR151 activ -1.0.
Screening COc1ccc(CNCCC2CCC(=O)N2CCCc2ccncc2)cc1 (stereo not given) returned TEAD-YAP block 4, MITF inh -1, FBW7 act 0.0 and GPR151 activ -0.2.
Screening CCOC(=O)c1c(C)nc2n(CCN3CCOCC3)c3ccccc3n12 returned TEAD-YAP block 12, MITF inh 11, FBW7 act -0.1 and GPR151 activ -0.7.
`CCOC(=O)c1c(NC(=O)c2ccco2)sc2c1C(C)CCC2` (stereo not given) gave TEAD-YAP block 7, MITF inh -5, FBW7 act -0.2 and GPR151 activ 1.2.
`COC(=O)c1ccc(COC(=O)c2ccc(S(C)(=O)=O)c([N+](=O)[O-])c2)o1` gave TEAD-YAP block 3, MITF inh 4, FBW7 act 0.0 and GPR151 activ 1.4.
O=C(NCc1ccco1)c1ccc2c(c1)nc(SCc1ccncc1)n1c3ccccc3nc21 was read as TEAD-YAP block -5, MITF inh -2, FBW7 act 0.1 and GPR151 activ 0.6.
For CCOC(=O)N1CCc2c(sc3c2C(=O)NC(c2cccc(Br)c2)N3)C1 (stereo not given) the results were TEAD-YAP block 3, MITF inh 10, FBW7 act -0.1 and GPR151 activ 0.1.
Screening CCN(CC)CCNC(=O)C(=O)Nc1cccc(F)c1 returned TEAD-YAP block -28, MITF inh 8, FBW7 act -0.1 and GPR151 activ 0.7.
`COc1ccc(C(=O)NC(NCCOC23CC4CC(CC(C4)C2)C3)(C(F)(F)F)C(F)(F)F)cc1` gave TEAD-YAP block -4, MITF inh -16, FBW7 act 0.1 and GPR151 activ -0.4.
Screening CCOC(=O)C1=C(C)NC(C)=C(C(=O)OCC)C1c1ccc(F)cc1 returned TEAD-YAP block 11, MITF inh 0, FBW7 act 0.1 and GPR151 activ -0.1.
Screening COc1ccc2nc(NC(=O)CCCN3C(=O)C4C5C=CC(C5)C4C3=O)sc2c1 (stereo not given) returned TEAD-YAP block 1, MITF inh -5, FBW7 act 0.0 and GPR151 activ -0.5.
For Cc1cc(NC(=O)Cn2nc3c(cc2=O)CCCC3)ccc1Br the results were TEAD-YAP block 15, MITF inh -9, FBW7 act -0.1 and GPR151 activ 1.0.
`CN(C)C(=O)CN(c1cc(Cl)c(Cl)cc1Cl)S(C)(=O)=O` gave TEAD-YAP block 3, MITF inh 5, FBW7 act 0.0 and GPR151 activ -0.4.
Cc1ccc2c(c1)C1CN(C)CCC1N2S(=O)(=O)c1ccc2ccccc2c1 (stereo not given) was read as TEAD-YAP block -1, MITF inh 12, FBW7 act -0.2 and GPR151 activ 0.7.
Screening Cc1cnc(C(=O)Nc2ccc3c(c2)oc2ccccc23)cn1 returned TEAD-YAP block -2, MITF inh -2, FBW7 act -0.2 and GPR151 activ -0.7.
For CC(=O)Oc1ccc(/C(C)=N\NC(=O)c2cc(C)oc2C)cc1 the results were TEAD-YAP block -22, MITF inh 9, FBW7 act -0.1 and GPR151 activ -2.2.
Screening CCOC(=O)c1c(CN2CCN(C)CC2)n(-c2ccccc2)c2cc(Br)c(O)cc12 returned TEAD-YAP block -5, MITF inh 1, FBW7 act -0.1 and GPR151 activ 0.4.
For O=c1oc2c3c(nn2c2ccccc12)CCCC3 the results were TEAD-YAP block 8, MITF inh 8, FBW7 act 0.3 and GPR151 activ -1.1.
`O=C(C(=O)N1CCC[C@@H]2CN(C(=O)CCc3ccccc3)CC[C@H]21)c1ccccc1` gave TEAD-YAP block 4, MITF inh 11, FBW7 act -0.1 and GPR151 activ 2.6.
O=[N+]([O-])c1ccc(C2NCCS2)cc1 (stereo not given) was read as TEAD-YAP block -9, MITF inh 4, FBW7 act -0.1 and GPR151 activ -0.9.
For CCCN1C(=O)CN(C2CCC(C)CC2)C(=O)C1c1ccc(F)cc1 (stereo not given) the results were TEAD-YAP block -7, MITF inh -1, FBW7 act -0.1 and GPR151 activ 0.8.
For Cc1cc(S(=O)(=O)N2CCC(C(N)=O)CC2)ccc1-n1cnnn1 the results were TEAD-YAP block 7, MITF inh -1, FBW7 act 0.0 and GPR151 activ 0.2.
COC(=O)[C@H](Cc1ccccc1)NC(=O)OC1C(=O)c2cc(OC)ccc2O[C@H]1c1ccc(OC)c(Br)c1 (stereo not given in full) was read as MITF inh 13, FBW7 act 0.0 and GPR151 activ -0.7.
For CCCCNC(=S)Nc1cccc([N+](=O)[O-])c1 the results were TEAD-YAP block 6, MITF inh 12, FBW7 act -0.2 and GPR151 activ -0.7.
For CCOc1ccc(CCNS(=O)(=O)c2cc(Br)cnc2N)cc1OCC the results were TEAD-YAP block -2, MITF inh 15, FBW7 act 0.4 and GPR151 activ -1.2.
For Clc1ccc(C(c2ccccc2)N2CCN(c3ncnc4[nH]ncc34)CC2)cc1 (stereo not given) the results were TEAD-YAP block 6, MITF inh -4, FBW7 act 0.3 and GPR151 activ 0.5.
COc1ccc(C)cc1NS(=O)(=O)c1ccc(NC(=O)Nc2ccccc2)cc1 was read as TEAD-YAP block 0, MITF inh 9, FBW7 act 0.0 and GPR151 activ 0.3.
For O=C(Nc1ccc2c(c1)OCCO2)c1ccc(N2CC3CC(C2)c2cccc(=O)n2C3)c(NC(=O)c2ccc(F)cc2)c1 (stereo not given) the results were TEAD-YAP block -6, MITF inh -3, FBW7 act -0.2 and GPR151 activ -1.3.
`NC(=O)c1nc(-c2ccc(Cl)cc2)nc2c1[nH]c(=O)n2-c1ccc(F)cc1` gave TEAD-YAP block 1, MITF inh -1, FBW7 act -0.2 and GPR151 activ 1.8.
Fc1cccc(CN2CCC(c3nc4ccc(-c5ccncc5)cc4[nH]3)CC2)c1 was read as TEAD-YAP block -12, MITF inh 17, FBW7 act -0.4 and GPR151 activ -0.7.
`CC(=O)c1cccc(-c2ccc(C(=O)NCCc3ccc(O)cc3)s2)c1` gave TEAD-YAP block -12, MITF inh -9, FBW7 act 0.0 and GPR151 activ -1.3.
Screening O=C(NC1CCC(O)CC1)c1ccc(Br)o1 (stereo not given) returned TEAD-YAP block -6, MITF inh -14, FBW7 act 0.6 and GPR151 activ -1.3.
O=C(CSc1nc2ccc(N3C(=O)c4ccccc4C3=O)cc2s1)NCCOc1ccc(Cl)cc1 was read as TEAD-YAP block -2, MITF inh -1, FBW7 act 0.1 and GPR151 activ 0.5.
Screening COc1cccc(N2C(=O)NC(=O)/C(=C/c3ccc([N+](=O)[O-])o3)C2=O)c1 returned TEAD-YAP block -7, MITF inh 67*, FBW7 act 0.2 and GPR151 activ -1.6.
For O=C(c1ccncc1)N1CCN(C(c2ccccc2)c2ccccc2)CC1 the results were TEAD-YAP block 2, MITF inh -5, FBW7 act 0.0 and GPR151 activ -0.7.
For CN1CCN(CCC(=O)N/N=C/c2cccc(O)c2)CC1 the results were TEAD-YAP block -5, MITF inh 3, FBW7 act 0.2 and GPR151 activ 3.2.
Screening CCC1OC(c2cccc(OC)c2)=Nc2ccccc21 (stereo not given) returned TEAD-YAP block 3, MITF inh -5, FBW7 act -0.2 and GPR151 activ -0.4.
`Cc1oc(-c2ccccc2F)nc1CS(=O)CC(=O)NC1CC1` (stereo not given) gave TEAD-YAP block 1, MITF inh 14, FBW7 act 0.0 and GPR151 activ 0.8.
For Cc1nn(-c2ccccc2)c2nc(C(F)(F)F)[nH]c(=O)c12 the results were TEAD-YAP block -2, MITF inh 26, FBW7 act 0.0 and GPR151 activ 1.3.
Screening CS(=O)(=O)c1ccc(N2CCOCC2)c(S(C)(=O)=O)c1 returned TEAD-YAP block 11, MITF inh 2, FBW7 act -0.2 and GPR151 activ -0.6.
Screening O=C(CC1(C(=O)O)CCCC1)N1CCOCC1 returned TEAD-YAP block 6, MITF inh -3, FBW7 act 0.0 and GPR151 activ -0.4.
For O=C(/C=[N+](\[O-])C1CCC/C1=N/O)c1ccc(Br)cc1 (stereo not given) the results were TEAD-YAP block 1, MITF inh 13, FBW7 act -0.1 and GPR151 activ 2.6.
`CCOc1ccc(/C(O)=C2/C(=O)C(=O)N(CCN3CCOCC3)C2c2ccc(N(C)C)cc2)c(C)c1` (stereo not given) gave TEAD-YAP block -2, MITF inh -1, FBW7 act -0.1 and GPR151 activ 0.1.
CC(C)(O)C#Cc1ccc(CN2CCN(Cc3ccsc3)C(CCO)C2)cc1 (stereo not given) was read as TEAD-YAP block -3, MITF inh -7, FBW7 act -0.1 and GPR151 activ -1.2.

Assay outcomes (PubChem BioAssay)
